# GDH-TPI counter: inhibits GDH-TPI coupling enzymes, artifact for Mtb FBA screen | GDH-TPI coupled enzyme counterscreen, NADH absorbance | inhibition, % at 4.8 µM | AID 588335 | 1.2% of 360,000 active;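 note: 0% = DMSO wells and 100% = wells lacking the enzyme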
# DUSP3 inh: blocks human VHR1 dual specificity phosphatase. P51452. recombinant VHR phosphatase, pNPP absorbance. inhibition, % at 13.3 µM. 0.52% of 290,000 active. AID 1654; in the data active = inhibition above about 50%; note: some compounds called inactive have numbers as strong as hits
# Target sequence (P51452 whole entry, looked up): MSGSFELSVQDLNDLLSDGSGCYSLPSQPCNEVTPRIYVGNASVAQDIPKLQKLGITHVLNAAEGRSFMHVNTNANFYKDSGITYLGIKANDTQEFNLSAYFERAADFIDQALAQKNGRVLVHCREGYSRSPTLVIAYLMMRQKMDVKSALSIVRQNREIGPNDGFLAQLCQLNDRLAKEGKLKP
# Mtb UGM inh: inhibitors of M. tuberculosis UDP-galactopyranose mutase; inhibition, % at 10 µM; 0.06% of 320,000 active; purified UGM, fluorescence polarization probe displacement; P9WIQ1; in the data active = inhibition above about 10%, passing the limit was not always enough; inconclusive = no clear call, values can overlap the other calls
# Rv3671c inh: inhibits the M. tuberculosis serine protease Rv3671c. P9WHR9. inhibition, % at 5.96 µM. 0.048% of 320,000 active; in the data active = inhibition above about 38%;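 note: extracellular domain of Rv3671c used as enzyme; 0% = enzyme with DMSO and 100% = no enzyme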
# Target sequence (P9WHR9 whole entry, looked up, the tested form may be a part): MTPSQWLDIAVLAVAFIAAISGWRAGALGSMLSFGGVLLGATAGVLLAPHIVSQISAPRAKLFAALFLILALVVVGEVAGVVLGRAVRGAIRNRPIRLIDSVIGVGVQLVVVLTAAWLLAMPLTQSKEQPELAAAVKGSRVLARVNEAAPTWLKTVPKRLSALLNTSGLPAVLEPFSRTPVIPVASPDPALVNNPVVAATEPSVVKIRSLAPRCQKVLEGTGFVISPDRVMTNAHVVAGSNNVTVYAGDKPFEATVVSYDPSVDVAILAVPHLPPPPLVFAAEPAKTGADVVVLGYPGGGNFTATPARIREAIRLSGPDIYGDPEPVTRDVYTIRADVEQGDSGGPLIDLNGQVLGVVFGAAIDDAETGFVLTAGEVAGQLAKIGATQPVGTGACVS
# MazEF act: activators of E. coli MazEF toxin-antitoxin RNase; P0AE70; FAM/BHQ RNA-DNA oligo cleavage fluorescence, 5 h; activation, % at 20 µM; 0.32% of 350,000 active; AID 504720; in the data active = activation above about 50%
# Target sequence (P0AE70 whole entry, looked up): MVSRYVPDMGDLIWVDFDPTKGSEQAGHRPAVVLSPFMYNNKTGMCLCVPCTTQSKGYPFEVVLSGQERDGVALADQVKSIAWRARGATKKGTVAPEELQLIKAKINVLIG
# FBA Mtb inh: inhibits M. tuberculosis FBA enzyme | P9WQA3 | purified M. tuberculosis FBA, fluorescence read-out | inhibition, % at 1 µM | 2.3% of 360,000 active | AID 588726; in the data active = inhibition above about 27%;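 note: 0% = vehicle and 100% = reference inhibitor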
# Target sequence (P9WQA3 whole entry, looked up): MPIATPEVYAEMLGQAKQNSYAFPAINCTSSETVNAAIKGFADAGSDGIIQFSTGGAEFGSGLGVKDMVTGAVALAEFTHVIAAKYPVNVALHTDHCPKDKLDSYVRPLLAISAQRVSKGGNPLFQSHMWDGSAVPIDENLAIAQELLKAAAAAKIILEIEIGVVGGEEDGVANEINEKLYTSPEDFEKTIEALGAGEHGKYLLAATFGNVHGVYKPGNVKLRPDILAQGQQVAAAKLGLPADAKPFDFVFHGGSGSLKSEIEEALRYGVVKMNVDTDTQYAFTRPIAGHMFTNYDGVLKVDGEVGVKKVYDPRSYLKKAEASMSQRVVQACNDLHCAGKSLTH
# FadD28 binding: M. tuberculosis FadD28 bisubstrate binding inhibition; FadD28 bisubstrate probe binding, fluorescence polarization; inhibition, % at 12.5 µM; 0.22% of 360,000 active; AID 588549; in the data active = inhibition above about 8.5%, passing the limit was not always enough; inconclusive = no clear call, values can overlap the other calls
# BioA inh: BioA (M. tuberculosis) enzyme inhibition; purified M. tuberculosis BioA enzyme, plate reader; inhibition, % at 9.99 µM; 0.096% of 360,000 active; in the data active = inhibition above about 40%; inconclusive = no clear call, values can overlap the other calls
# CCHFV vOTU inh: CCHFV vOTU protease inhibition. AID 651958. Pep-AMC fluorescence. 0.55% of 370,000 active. inhibition, % at 11.5 µM; note: 0% = vehicle wells with enzyme and 100% = no enzyme wells
# BoNT F protease: inhibitors of Botulinum neurotoxin F light chain protease; Multiplex microsphere protease cleavage assay, flow cytometry; inhibition, % at 10 µM; 0.22% of 360,000 active; in the data active = inhibition above about 35%, passing the limit was not always enough; inconclusive = no clear call, values can overlap the other calls; note: plate controls were buffer without enzyme for full effect and enzyme alone for no effect
# * = called active by the depositor; ? = inconclusive; . = no result given. Cut-off read from the data, not from the text of the source, unless noted: active = inhibition above about 30%; inactive = the rest.
SMILES,GDH-TPI counter,DUSP3 inh,Mtb UGM inh,Rv3671c inh,MazEF act,FBA Mtb inh,FadD28 binding,BioA inh,CCHFV vOTU inh,BoNT F protease
NC(=O)c1c(NC(=O)CSc2nc3c(c(C(F)(F)F)n2)CCc2ccccc2-3)sc2c1CCCC2,-4,8,2.7,-2,-23,1,-1.0,.,.,-8
Cc1c(C(=O)NN)nn(-c2ccc(Cl)cc2)c(=O)c1C#N,2,6,-0.4,-14,-1,-2,-1.3,.,17,-7
O=C(NCCc1cn2ccccc2n1)c1ccc(Br)o1,12,12,-0.1,4,-25,8,-1.8,-0.2,0,2
COC(=O)CCCC1=CC2=CC(=O)C(C)(OC(=O)c3cccs3)C(=O)C2=CN1CCN1CCOCC1 (stereo not given),4,15,2.0,-4,-28,-2,-3.8,1.1,14,1
COC(=O)[C@@]1(Cc2ccc(OC)cc2)[C@@H]2[C@@H](CC(=O)[C@H]2CC(=O)C(=O)N(C)C)CN1C(=O)c1ccccc1,14,12,-3.5,1,-11,4,0.3,-9.1,-8,0
CC1=Nc2cc(C(=O)N3CCCC3)ccc2Sc2ccc(C)cc21,0,-2,0.8,0,3,-4,-4.0,2.1,13,-4
O=C(NCC1CCCO1)c1c(O)c2cccc3c2n(c1=O)CC3 (stereo not given),9,16,-2.0,0,-6,4,-0.4,-1.1,-1,0
CCn1c(Sc2nc(C)nc3scc(-c4cccs4)c23)n[nH]c1=O,11,34,-0.6,-6,6,0,-0.5,4.2,3,-3
O=C1N(c2ccc(Cl)cc2)C(c2cccnc2)N2CCCN12 (stereo not given),-2,-6,1.0,3,8,-5,-5.5,.,-6,3
Cc1ccc(C=Nc2cc([N+](=O)[O-])ccc2C)s1,10,-4,-3.5,2,5,-1,1.1,-0.4,1,-3
COc1ccccc1N(CC(=O)NC1CCCCC1)S(C)(=O)=O,2,-13,-1.5,-1,6,2,0.4,-0.9,-4,-4
CCOCCCNC(=O)C(NC(=O)c1ccccn1)c1ccc(C)cc1 (stereo not given),3,26,0.8,-3,3,4,-1.0,-0.7,-4,11
COc1ccc(-n2nc([N+](=O)[O-])c(=NCCc3ccccc3)n2O)cc1,10,-4,0.1,1,-1,-1,1.5,1.5,13,21
CC1(C(=O)NNC(=S)NCc2ccco2)CC1(Cl)Cl (stereo not given),4,22,-1.0,2,6,1,-0.5,.,5,0
O=C(Nc1ccc(F)cc1)c1ccccc1NS(=O)(=O)N1CCCC1,2,0,2.2,-2,6,8,-1.6,.,6,-10
C=Cn1cc[n+](CC(=O)c2ccc(Cl)cc2)c1,5,-12,1.4,-2,7,0,-0.4,2.1,-6,-31
NC1(C#Cc2ccc3oc(=O)c(-n4cc(-c5ccsc5)nn4)cc3c2)CCCCC1,6,.,1.5,-17,7,3,-4.6,-1.9,11,-6
CCO[C@H]1OC(C(=O)N2CCN(Cc3ccccc3)CC2)=C[C@@H](C2CCCCC2)[C@@H]1CCCO,3,14,-1.5,-4,7,-2,-0.8,-0.7,16,1
CCOC(=O)N1CCC(NC(=O)c2cc3ccccn3n2)CC1,-7,42,-1.5,-6,11,5,1.4,0.0,-7,-3
COc1cc(-c2nc3n(c(=O)c2C#N)CCS3)cc(OC)c1OC,11,-13,-1.2,9,5,2,-1.5,1.4,3,1
Cc1c(NC(=O)c2cc(-c3ccccc3)nc3ccccc23)c(=O)n(-c2ccccc2)n1C,18,.,6.2,-6,5,1,-0.7,-4.9,8,5
O=C(Nc1cccc(S(=O)(=O)N2CCOCC2)c1)c1ccc2c(=O)n3c(nc2c1)CCCCC3,2,34,0.0,-7,1,0,-11,-2.9,14,-8
COc1ccc(-c2cn3ccccc3n2)cc1[N+](=O)[O-],12,-4,1.3,17,6,-7,-1.4,.,3,-5
CC(CNC(=O)CCC(=O)N1CCOc2ccc(Cl)cc21)c1ccccc1 (stereo not given),5,-2,2.5,3,-14,1,-1.9,0.7,1,5
O=C1NC2(CCCC2)C(=O)N1Cc1cc(=O)n2ccsc2n1,.,6,2.0,1,-4,.,.,.,-16,.
N#Cc1ccc(-c2csc(NC(=O)c3cc(-c4cccs4)nc4ccccc34)n2)cc1,-8,25,-0.7,-22,-34,10,0.8,0.7,21,1
CCOC(=O)c1cc(-c2ccccc2)nc2ccc(C)cc12,1,35,-2.6,-5,1,7,-1.5,-0.1,-17,-6
Cc1ccc(C(=O)C2(C)C3c4cc(Br)ccc4OC(=O)C32C(=O)c2ccco2)cc1 (stereo not given),-2,9,-2.3,-8,1,-1,1.2,-2.0,3,0
Oc1ccc(Nc2nc(Cl)nc(NCc3ccco3)n2)cc1,7,2,5.0,-6,6,4,-0.7,.,5,27
O=C1C=C(c2ccc(Cl)c(C(F)(F)F)c2)C[C@@H](c2ccc(Cl)cc2)C1,-9,.,0.3,-16,-18,1,-3.8,-1.3,19,1
NC(=O)COC(=O)CCCc1c[nH]c2ccccc12,4,-1,2.2,2,6,2,-0.2,-1.4,-3,6
CCc1ccc(NC2=NCC(=O)N2Cc2ccc3c(c2)OCO3)cc1,17,-5,1.1,0,-3,1,-1.4,-3.4,12,-26
Cc1ccc(Nc2nc3ccccc3c(=O)s2)cc1,12,6,-0.7,-8,1,5,-1.6,.,0,0
COc1ccc(NC(=O)Cn2nnc(-c3ccccc3N)n2)cc1OC,6,1,1.9,-5,6,-1,1.1,-0.2,-1,-6
CC(Oc1ccccc1)C(=O)N1CCN=C1SCc1ccc(F)cc1 (stereo not given),2,14,1.2,8,7,-3,-2.9,.,1,2
CCC(=O)c1ccc(OC(=O)N(C)c2ccccc2)cc1,6,-12,2.1,4,13,0,-2.5,.,1,2
O=C(CN1CCN(c2ccc(O)cc2)CC1)Nc1ccc(-c2ccccc2)cc1,-1,10,0.5,3,111*,0,-2.5,.,9,-11
Cc1ccccc1S(=O)(=O)Cc1ccc(C(=O)NCc2ccco2)o1,-10,-15,-2.1,6,13,-5,-2.9,.,11,0
Cc1cc(NC(=O)CSc2nnc(-c3ccc(S(=O)(=O)N4CCCC4)cc3)n2C)no1,-1,13,2.2,-3,1,2,-4.3,-1.0,-4,-1
COc1cccc(-c2nc3sc4c(c3c(=O)[nH]2)CCCCC4)c1,9,-10,.,2,-11,4,-2.1,0.8,-21,-6

# Complete entries, quoted from the list. Order of values: GDH-TPI counter, DUSP3 inh, Mtb UGM inh, Rv3671c inh, MazEF act, FBA Mtb inh, FadD28 binding, BioA inh, CCHFV vOTU inh, BoNT F protease
# O=C(CN1CCN(c2ccc(O)cc2)CC1)Nc1ccc(-c2ccccc2)cc1 reads -1, 10, 0.5, 3, 111*, 0, -2.5, ., 9, -11
# CCC(=O)c1ccc(OC(=O)N(C)c2ccccc2)cc1 reads 6, -12, 2.1, 4, 13, 0, -2.5, ., 1, 2
# COc1ccc(NC(=O)Cn2nnc(-c3ccccc3N)n2)cc1OC reads 6, 1, 1.9, -5, 6, -1, 1.1, -0.2, -1, -6
# COc1cccc(-c2nc3sc4c(c3c(=O)[nH]2)CCCCC4)c1 reads 9, -10, ., 2, -11, 4, -2.1, 0.8, -21, -6
# Cc1ccc(Nc2nc3ccccc3c(=O)s2)cc1 reads 12, 6, -0.7, -8, 1, 5, -1.6, ., 0, 0

# Among those listed so far, these contain bromine.
SMILES,GDH-TPI counter,DUSP3 inh,Mtb UGM inh,Rv3671c inh,MazEF act,FBA Mtb inh,FadD28 binding,BioA inh,CCHFV vOTU inh,BoNT F protease
O=C(NCCc1cn2ccccc2n1)c1ccc(Br)o1,12,12,-0.1,4,-25,8,-1.8,-0.2,0,2
Cc1ccc(C(=O)C2(C)C3c4cc(Br)ccc4OC(=O)C32C(=O)c2ccco2)cc1 (stereo not given),-2,9,-2.3,-8,1,-1,1.2,-2.0,3,0

# Next records:
SMILES,GDH-TPI counter,DUSP3 inh,Mtb UGM inh,Rv3671c inh,MazEF act,FBA Mtb inh,FadD28 binding,BioA inh,CCHFV vOTU inh,BoNT F protease
C=CCn1nnnc1SCC(=O)Nc1ccc(OC)cc1,-12,-12,0.3,2,6,4,-3.6,-0.1,10,2
CC(Sc1nc2ncc(Cl)cc2[nH]1)C(=O)Nc1ccccc1[N+](=O)[O-] (stereo not given),16,.,.,.,-4,2,-1.7,0.0,5,-7
CCN1CCN(C(c2ccc(OC)cc2)C(O)C(=O)c2c[nH]c3ccccc23)CC1 (stereo not given),-8,18,-1.5,4,0,-2,1.1,0.7,.,1
Cc1cc(N2CCCCC2)nc(SCc2ccc(C#N)cc2)n1,8,8,-5.3,-10,-5,3,-3.0,1.8,9,11
COc1ccc(C(=O)NCc2nnc(SCC(=O)Nc3cccc(OC)c3)o2)cc1,9,40,0.5,-2,7,-1,-0.3,-3.8,-7,3
O=C(O)/C=C/c1ccccc1Oc1ccccc1,6,14,0.1,4,1,-5,-2.5,.,.,-2
CCOC(=O)Nc1sc2c(c1C#N)CCCC2,-4,14,-0.5,4,5,-2,1.2,0.9,6,3
O=C(NCCCn1ccnc1)c1ccc(-c2ccccc2)cc1,5,2,-2.2,5,6,-1,-1.5,1.7,-1,-3
O=C(NCc1ccccc1)c1nc2c(nnn2Cc2cccc(Cl)c2)c(=O)[nH]1,-14,0,1.0,-7,-3,-2,-2.9,10,45*,-2
CCS(=O)(=O)c1ccc(O)c(NC(=O)COc2ccc(C)cc2)c1,-4,34,-2.2,-3,0,2,0.2,.,-2,-1
COc1ccc2c(CSc3nnc(-c4cccnc4)n3-c3ccccc3F)cc(=O)oc2c1,1,23,-2.6,-4,-2,-3,-1.0,6.5,-3,-3
OC1(c2ccc(F)cc2)CN(c2ccccc2)C2=[N+]1CCS2 (stereo not given),0,-10,0.8,-12,-5,2,-1.3,0.3,4,-6
O=[n+]1c2c(n([O-])c3cc(Br)ccc31)CCCC2,-1,39,0.4,10,1,0,-1.4,-0.6,-12,4
NS(=O)(=O)c1ccc(NC(=O)COC(=O)c2ccc(Cl)nc2)cc1,0,30,-4.2,3,4,1,-0.5,.,2,-2
Cc1ccc(OC(=O)c2ccccc2)cc1C,-3,.,.,.,1,-6,-3.7,-1.1,-1,-3
COc1ccc(C2=NN(C(=O)/C=C/c3ccccc3)C(c3ccccc3)C2)c(OC(C)=O)c1 (stereo not given),4,1,0.1,1,-3,0,0.4,1.3,1,-8
Cc1ccc(-c2nnn(CC(=O)N(CC(=O)NC3CCCC3)c3ccc(F)cc3)n2)o1,7,-8,0.5,-2,6,-6,-0.4,0.0,23,-1
C=CCNC(=S)NNC(=O)c1cccc(Br)c1,-2,23,5.0,1,-1,4,-0.1,.,-4,-5
CCOC(=O)Cn1c(C)nc2ccccc21,0,14,-3.1,6,-2,13,-0.9,1.7,11,-14
Cc1c(C)n(CC(O)CN2C(=O)c3ccccc3S2(=O)=O)c2ccccc12 (stereo not given),5,-16,-2.5,0,-6,-2,-0.1,-0.5,-3,16
Cc1ccc(/C=N/n2c(-c3ccco3)n[nH]c2=S)cc1,-5,-13,5.4,-6,1,-1,-3.3,.,3,?
COC(=O)c1ccccc1S(=O)(=O)N1CCC(C(=O)NCc2ccccn2)CC1,-12,.,.,.,1,0,-3.7,-1.0,-15,-3
CCc1ccc(C(C(=O)NCc2ccccc2)N(C(=O)c2csnn2)C2CC2)cc1 (stereo not given),8,-4,-1.9,-8,5,1,-0.2,1.8,4,4
S=C(Nc1ccc(Cl)cc1)NC1CCN(Cc2ccccc2)CC1,10,2,-2.4,4,8,3,-2.1,.,5,-7
COc1ccccc1NC(=O)c1cn(CCC#N)nc1-c1ccc(F)cc1,18,5,-1.8,.,2,5,-1.0,-0.7,-7,.
COc1cc(C(F)(F)F)c(C(=O)N(C)c2ccc(Cl)cc2)cn1,2,-4,-1.3,-5,3,0,-1.4,-1.7,-13,?
CCOc1ccccc1NC(=S)/C(=C(\[O-])c1ccc2c(c1)OCCO2)[n+]1ccc(CC)cc1,13,2,-0.3,-2,17,-7,-0.4,-0.5,6,-24
COc1cccc(C(c2c(N)[nH]c(=S)[nH]c2=O)c2c(N)[nH]c(=S)[nH]c2=O)c1,-17,29,-3.8,7,8,0,-3.2,0.3,-11,?
CCCCSc1nc2c(c(C(F)(F)F)c1C#N)CCC2,0,-18,-0.2,-6,-9,-2,-2.6,-0.8,-2,7

# Source: PubChem BioAssay (several laboratories)
